Screens: PubChem BioAssay, several laboratories
hERG protect = compounds protecting human hERG from proarrhythmic drug block | activation (rescue from dofetilide block), less the hit threshold, % at 10 µM | Q12809 | actives 0.51% (n = 310,000) | AID 1511 | CHO-hERG, FluxOR thallium flux, dofetilide IC70 present;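 active means activation above the mean of controls blocked by dofetilide plus 5 SD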;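 further: thallium influx through hERG after potassium depolarization seen as dye fluorescence rise; in these data hits start at about 4.7%; inactives centre near -7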
Target sequence (Q12809 whole entry, looked up): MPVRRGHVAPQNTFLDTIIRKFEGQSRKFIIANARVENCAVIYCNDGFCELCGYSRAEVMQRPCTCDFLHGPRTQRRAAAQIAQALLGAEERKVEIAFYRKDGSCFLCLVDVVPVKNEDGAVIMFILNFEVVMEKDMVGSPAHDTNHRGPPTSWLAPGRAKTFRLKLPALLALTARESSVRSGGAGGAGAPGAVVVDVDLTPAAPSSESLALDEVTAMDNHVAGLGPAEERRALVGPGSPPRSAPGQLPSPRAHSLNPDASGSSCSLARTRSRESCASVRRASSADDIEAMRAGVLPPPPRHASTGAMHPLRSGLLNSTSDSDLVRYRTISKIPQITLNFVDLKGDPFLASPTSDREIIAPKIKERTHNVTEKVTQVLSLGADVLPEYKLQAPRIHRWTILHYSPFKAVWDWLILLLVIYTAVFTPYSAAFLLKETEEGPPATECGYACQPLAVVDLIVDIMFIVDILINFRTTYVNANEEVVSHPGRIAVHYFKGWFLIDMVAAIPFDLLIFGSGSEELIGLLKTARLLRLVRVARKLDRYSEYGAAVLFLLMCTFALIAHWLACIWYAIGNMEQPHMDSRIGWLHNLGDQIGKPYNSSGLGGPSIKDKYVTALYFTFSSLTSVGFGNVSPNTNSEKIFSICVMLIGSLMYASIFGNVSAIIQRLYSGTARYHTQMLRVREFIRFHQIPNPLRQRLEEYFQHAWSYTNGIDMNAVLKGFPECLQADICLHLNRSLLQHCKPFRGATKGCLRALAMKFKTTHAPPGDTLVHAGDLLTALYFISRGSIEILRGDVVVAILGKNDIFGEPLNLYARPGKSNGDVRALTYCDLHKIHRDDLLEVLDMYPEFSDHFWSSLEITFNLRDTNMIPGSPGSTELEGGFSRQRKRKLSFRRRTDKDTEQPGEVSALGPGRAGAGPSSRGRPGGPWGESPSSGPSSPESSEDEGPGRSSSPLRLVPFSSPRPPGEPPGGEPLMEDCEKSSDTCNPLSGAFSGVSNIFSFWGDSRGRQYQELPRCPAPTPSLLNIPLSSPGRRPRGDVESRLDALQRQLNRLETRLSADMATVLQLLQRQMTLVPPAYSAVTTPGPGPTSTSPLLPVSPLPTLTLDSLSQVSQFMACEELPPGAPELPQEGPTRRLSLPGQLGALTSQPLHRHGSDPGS
Platelet DG rel = platelet dense granule release activity. human platelet-rich plasma, SFLLRN dense granule ATP release, luminescence. inhibition, %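 (compounds screened at 7.5 µM in platelet-rich plasma)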. AID 1663. actives 0.22% (n = 300,000);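 active means mean replicate score, as percent of positive control, at or above 50; inconclusive means mean below 50 but at least one replicate at or above 50; inactive means mean and every replicate below 50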
KCNQ1 act = human KCNQ1 channel potentiation or activation; P51787; CHO-K1 KCNQ1, thallium flux FluxOR fluorescence; hits give high values; B-score at 10 µM; actives 0.35% (n = 310,000);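 active means fluorescence ratio B-score, a plate-corrected score, at least three library SD, with initial intensity B-score within 5 SD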
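assay system = CHO-K1 cells stably expressing KCNQ1 | medium = assay buffer, equal DMSO in all wells | timing = 37 °C overnight plating, 90-min dark dye load, 20-min compound pretreatment | measured by = kinetic FluxOR thallium fluorescence, 10-s 1-Hz baseline, 110-s post-stimulus read | measure = fluorescence change relative to baseline, converted to B score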
Dyrk1A ADPGlo = blocks rat Dyrk1A kinase activity; Q63470; ADP-Glo luminescence, NFATc1 peptide; inhibition, % at 12.5 µM; actives 0.43% (n = 310,000); in the data active means inhibition above about 50%;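 further: plate controls were vehicle with enzyme for no effect and no enzyme for full effect; many of its hits are not listed in these tables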
TRPC4 agonist = activators of mouse TRPC4 channel; Q9QUQ5; HEK293 TRPC4beta/mu-opioid, Fluo4 calcium fluorescence; hits give high values; B-score at 10 µM; actives 0.49% (n = 310,000);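 active means B-score above 5 SD of library B-scores, and initial fluorescence ratio not above library mean plus 5 SD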;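 further: positive B-score marks a calcium rise read as TRPC4 activation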
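Assay system – TRPC4beta and mu-opioid receptor HEK293 stable cells · Measured by – Fluo4 fluorescence, kinetic · Schedule – dye loading 45 min room temperature, 110 s kinetic read · Read-out – B-scored integrated calcium fluorescence ratio · Controls – buffer and maximal DAMGO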
KCNK9 inh = blocks the human KCNK9 two-pore domain potassium channel | Q9NPC2 | HEK293 KCNK9, FluxOR thallium flux fluorescence; hits give low values | actives 1.2% (n = 310,000) | AID 488922 | B-score at 10 µM;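 active means ratio B-score over 3 SD below the library mean, with starting fluorescence within 5 SD of its mean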;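 further: negative B-score means less thallium flux so channel inhibition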
TRPC4 block = TRPC4 (mouse) channel inhibition. Q9QUQ5. HEK293 TRPC4beta/mu-opioid, DAMGO-evoked Fluo4 calcium flux; hits give low values. B-score at 10 µM. actives 0.39% (n = 300,000). AID 2247;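 active means B-score over 3 SD under the library average, no early fluorescence shift, positive overall ratio signal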
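test system = HEK293 cells with stable TRPC4beta plus mu-opioid receptor expression | detection = Fluo4 Ca2+ flux fluorescence | read-out = integrated fluorescence ratio relative to baseline, converted to per-well B score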
KCNQ1 inh = inhibitors of human KCNQ1 potassium channel; P51787; CHO-K1 KCNQ1, FluxOR thallium flux fluorescence; hits give high values; B-score at 10 µM; actives 1.3% (n = 310,000); AID 2642;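 active means compounds whose thallium flux B-score, printed positive for inhibition, exceeds three library SD while starting fluorescence stays within three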;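 further: channel opened by potassium depolarization with thallium stimulus after 20 min compound exposure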
TRPC4 PAM = allosterically enhances the mouse TRPC4 cation channel. Q9QUQ5. HEK293 TRPC4beta/mu-opioid, DAMGO EC20, Fluo-4 Ca2+ flux; hits give high values. B-score at 10 µM. actives 0.42% (n = 310,000). AID 2227;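 active means B-score of calcium response area above 5 SD of library B-scores, with initial fluorescence ratio within 5 SD of library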;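 further: B-score of integrated fluorescence ratio over time as area under calcium response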
PolyA inh = blocks polyadenylation in yeast reporter cells. actives 0.02% (n = 300,000). calls only at 12 µM. AID 1875. S. cerevisiae SKY197-pL101 polyadenylation reporter, beta-gal luminescence; efflux-impaired pdr1/pdr3 knockout yeast; score 100 = 6 SD above DMSO;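 active means lowest replicate activity score at least 50, where 100 means six control SD above control mean; inconclusive means lowest score under 50 but half or more replicates reach 50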;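 further: yeast exposed to compound for 9 h at 30 °C; higher score means more reporter readthrough which indicates perturbed polyadenylation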
KCNK3 block = human KCNK3 channel inhibition, primary screen | actives 0.84% (n = 340,000) | CHO-KCNK3 thallium flux, FluxOR fluorescence; hits give low values | AID 602410 | B-score at 10 µM | O14649;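 active means B-score under library mean minus 4 SD, starting fluorescence ratio at most library mean plus 5 SD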;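 further: more negative B-score means stronger inhibition of thallium flux through KCNK3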
* hit, by the source's call; i = inactive; ? = inconclusive; . = not tested or not shown.

SMILES	hERG protect	Platelet DG rel	KCNQ1 act	Dyrk1A ADPGlo	TRPC4 agonist	KCNK9 inh	TRPC4 block	KCNQ1 inh	TRPC4 PAM	PolyA inh	KCNK3 block
CCOc1ccc(N(CC(=O)NCC2CCCO2)S(=O)(=O)c2ccc(Cl)cc2)cc1 (stereo unspecified)	-17	-3	i	-2	i	i	i	i	i	i	i
NNC(=O)[C@H](Cc1ccccc1)NC(=O)NCCc1ccccc1	-5	3	i	-6	i	i	i	i	i	i	i
CC(=O)Nc1ccc(S(=O)(=O)NCc2ccncc2)cc1	-20	10	i	5	i	i	i	i	i	i	i
Cc1ccc(NC(=O)N2CCC(c3ccccc3)C2)cc1C (stereo unspecified)	-7	?	i	0	i	i	i	i	i	i	i
NNC(=O)CCn1c2ccccc2c2ccccc21	-3	29	i	-4	i	i	i	i	i	i	i
CCOC(=O)c1cc(C#N)c(N)nc1C	-5	3	i	-3	i	i	i	i	i	i	i
Cc1c(C#N)c2ccccc2n1CC(=O)O	-10	5	i	3	i	i	i	i	i	i	i
CCCn1nnc2ccccc2c1=O	-13	-3	i	-2	i	i	i	i	i	i	i
Cc1ccc2c(COC(=O)CC3Sc4ccccc4NC3=O)cc(=O)oc2c1C (stereo unspecified)	-2	3	i	-3	i	i	i	i	i	i	i
COc1ccc(CCNC(=O)CCCn2nc(C)n3ccnc3c2=O)cc1OC	-6	-5	i	2	i	i	i	i	i	i	i
CCN1/C(=C/c2ccc3ccccc3[n+]2CCCS(=O)(=O)[O-])C=Cc2cc(C)ccc21	-6	8	i	.	i	i	i	i	i	i	i
COc1ccc(CSc2ccc(-c3nc4ccccn4c3NCc3ccccc3)cc2OC)cc1	-7	0	i	1	i	i	i	6*	i	i	i
Cn1c(CNc2nc3ccccc3n2CCN2CCCCC2)nc2ccccc21	-7	13	i	-7	i	i	i	i	i	i	i
O=C(NCc1ccncc1)c1cnccn1	-7	1	i	2	i	i	i	i	i	i	i
COc1ccc(-c2c(C(=O)O)c(C(=O)O)c3n2CCC3)cc1	-2	-1	i	0	i	i	i	i	i	i	i
O=C(CN1CCCC1)Nc1nnc(-c2cccs2)s1	-2	-40	i	-1	i	i	i	i	i	i	i
COc1cc(OC)c(C(=O)/C=C/c2ccc(OCc3ccccc3)c(OC)c2)c(OC)c1	-6	12	i	1	i	i	i	i	i	i	i
CCOC(=O)C(Sc1n[nH]c(N)n1)c1ccccc1 (stereo unspecified)	-8	-7	i	0	i	i	i	i	i	i	i
CCN1CCN(c2ncnc3scc(-c4ccc(C)cc4)c23)CC1	-8	9	i	7	i	i	i	i	i	i	i
COc1cc2c(cc1OC)C(C)=NCC2	-6	-2	i	-2	i	i	i	i	i	i	i
O=C1CC2c3ccccc3C1C1C(=O)N(CCc3ccccc3)C(=O)C21 (stereo unspecified)	-8	-3	i	2	i	i	i	i	i	i	i
CC(=O)NC1C(=O)Nc2c1cccc2C(F)(F)F (stereo unspecified)	-5	-16	i	6	i	i	i	i	i	i	i
CC(=O)N(/N=C/c1ccc(C)cc1)c1nc(CCl)cs1	-6	-3	i	-7	i	i	i	i	i	i	i
COc1ccc(S(=O)(=O)N2CCN(C(=O)c3cc(C)oc3C)CC2)cc1	-12	2	i	3	i	i	i	i	i	i	i

Taken from above.
Cc1c(C#N)c2ccccc2n1CC(=O)O in Platelet DG rel has 5
O=C1CC2c3ccccc3C1C1C(=O)N(CCc3ccccc3)C(=O)C21 (stereo unspecified) in Platelet DG rel has -3

Going on with the list:
SMILES	hERG protect	Platelet DG rel	KCNQ1 act	Dyrk1A ADPGlo	TRPC4 agonist	KCNK9 inh	TRPC4 block	KCNQ1 inh	TRPC4 PAM	PolyA inh	KCNK3 block
CCN1C(=O)[C@H]2[C@@H](c3ccc(-c4ccc(OC)cc4)cc3)N[C@@](CC(C)C)(C(=O)OC)[C@H]2C1=O	-6	-3	i	3	i	i	i	i	i	i	i
CCCn1c(N)[n+](CC(=O)c2ccco2)c2ccccc21	-5	-8	i	0	i	i	i	i	i	i	i
CCOC(=O)c1cc(S(=O)(=O)N2CCOCC2)cn1C	3	4	i	-2	i	i	i	i	i	i	i
O=c1c2cc(N3CCOCC3)ccc2[nH]c(=S)n1CCCN1CCCCC1	-8	3	i	7	i	i	i	i	i	i	i
Cc1cc(N)n(-c2ncnc3scc(-c4ccc(Cl)cc4)c23)n1	-13	0	i	-5	i	i	i	i	i	i	i
Cc1ccccc1Nc1ncnc2c1cnn2Cc1ccccc1	-5	1	i	.	i	i	i	i	i	i	i
COc1ccc(/C=C(/C#N)C(=O)Nc2ccccc2C)cc1C(=O)O	-4	4	i	1	i	i	i	i	i	i	i
CC(=O)Nc1ccc(NC(=O)C2CCN(C(=O)c3cccs3)CC2)cc1	-11	-2	i	0	i	i	i	i	i	i	i
N/N=C(/Cc1nc2ccccc2[nH]1)c1ccc([N+](=O)[O-])cc1	-10	0	i	-2	i	i	i	i	i	i	i
CCNC(=O)NC(=O)C(C)Sc1nnc(COc2ccccc2Cl)o1 (stereo unspecified)	-5	3	i	-2	i	i	i	i	i	i	i
Cc1cccc(CCN(CC(=O)NC2CCCCC2)C(=O)c2csnn2)c1	-9	3	i	-1	i	i	i	i	i	i	i
Cc1nn2c(nc(N3CCOCC3)c3ccccc32)c1C=C(C#N)C#N	-12	-3	i	-1	i	i	i	i	i	i	i
CCn1c2ccccc2c2cc(NC(=O)c3ccccc3[N+](=O)[O-])ccc21	-11	8	i	-4	i	i	i	i	i	i	i
O=C(C1CCN(c2ncnc3c2nc2n3CCCCC2)CC1)N1CCN(c2ccc(F)cc2)CC1	-11	-3	i	3	i	i	i	i	i	i	i
Cn1nnc(NC(=O)CSc2ccc(Cl)cc2)n1	-14	3	i	1	i	i	i	i	i	i	i
NS(=O)(=O)c1ccc(CCNC(=O)CSc2ccc(Cl)cc2)cc1	-9	-4	i	-3	i	i	i	i	i	i	i
CCN(C(=O)c1cc2c(=O)n3cccc(C)c3nc2n1CCCOC)C1CCCCC1	-14	0	i	6	i	i	i	i	i	i	-11*
CC(C)CC(=O)Nc1ccc(Oc2ccc3c(c2)C(=O)NC3=O)cc1	-9	-6	i	0	i	i	i	i	i	i	i
Cc1c(O)ccc(NC(=O)/C=C/c2ccccc2)c1C	-18	3	i	3	i	i	i	i	i	i	i
CCOc1cc(C2NC(=O)NC(C)=C2C(C)=O)cc(Cl)c1OCC(=O)O (stereo unspecified)	0	0	i	2	i	i	i	i	i	i	i
Cc1cc(=O)n2nc(N3CCCC(C(=O)NCCCN4CC(C)CC(C)C4)C3)sc2n1 (stereo unspecified)	-3	0	i	5	47*	i	i	i	i	i	i
Cc1onc(-c2c(Cl)cccc2Cl)c1C(=O)O/N=C(\C#N)c1c(Cl)cccc1Cl	-4	-25	i	.	i	i	i	i	i	i	i
COc1cccc(CCNc2ccc(N3C(=O)CC(C)C3=O)cc2[N+](=O)[O-])c1 (stereo unspecified)	-6	-2	i	-2	i	i	i	i	i	i	i
CC(/C=C/c1ccccc1)=N\NC(=O)c1ccc(Br)cc1	-2	12	i	6	i	i	i	i	i	i	i
Fc1ccc(CN2CCN(c3ncnc4scc(-c5ccc(F)cc5)c34)CC2)cc1	-8	-11	i	-2	i	i	i	i	i	i	i
Cc1sc2nc(CSC(C)C(=O)Nc3ccc(C#N)cc3)[nH]c(=O)c2c1C (stereo unspecified)	-15	5	i	14	i	i	i	i	i	i	i
COc1ccc(N2CCN(C3CCCN(Cc4ccc(F)cc4)C3)CC2)cc1 (stereo unspecified)	-6	0	i	2	i	i	i	i	i	i	i
CC1CCCCN1S(=O)(=O)c1ccc(S(=O)(=O)N2CCN(C)CC2)cc1 (stereo unspecified)	-8	2	i	-3	i	i	i	i	i	i	i
CCCCOC(=O)Nc1ccc(S(=O)(=O)Nc2cc(C)nc(C)n2)cc1	-11	-17	i	1	i	i	i	i	i	i	i
CNC(=S)N1N=C(c2ccc(OC)cc2)CC1c1ccccc1Cl (stereo unspecified)	4	4	i	-7	i	i	i	i	i	i	i
N=c1c(-c2nc3ccccc3[nH]2)cc(C(=O)c2cccs2)nn1-c1ccc(Cl)cc1	-17	-2	i	.	i	i	i	i	i	i	.
CC12CCC(C(=O)Nc3cccc(Cl)c3)(C(Br)C1=O)C2(C)C (stereo unspecified)	-10	15	i	2	i	i	i	i	i	i	i
CC(C)(C)[C@@H]1C=C(C(=O)O)O[C@H](OCCCCO)C1	-1	-1	i	-12	i	i	i	i	i	i	i
CC12CCC(c3c(CO)nn(-c4ccccc4)c31)C2(C)C (stereo unspecified)	-11	0	i	5	i	i	i	i	i	i	i
CC1CCN(S(=O)(=O)c2cccc(S(=O)(=O)N3CCOCC3)c2)CC1	-13	-1	i	-5	i	i	i	i	i	i	i
COCCNC(=O)C(=O)NCC1OCCN1S(=O)(=O)c1ccc2c(c1)OCCO2 (stereo unspecified)	-5	0	i	-5	i	i	i	i	i	i	i

Whole records from above. Values in the order: hERG protect	Platelet DG rel	KCNQ1 act	Dyrk1A ADPGlo	TRPC4 agonist	KCNK9 inh	TRPC4 block	KCNQ1 inh	TRPC4 PAM	PolyA inh	KCNK3 block
CCCCOC(=O)Nc1ccc(S(=O)(=O)Nc2cc(C)nc(C)n2)cc1 as listed: -11	-17	i	1	i	i	i	i	i	i	i
CC1CCN(S(=O)(=O)c2cccc(S(=O)(=O)N3CCOCC3)c2)CC1 as listed: -13	-1	i	-5	i	i	i	i	i	i	i
COCCNC(=O)C(=O)NCC1OCCN1S(=O)(=O)c1ccc2c(c1)OCCO2 (stereo unspecified) as listed: -5	0	i	-5	i	i	i	i	i	i	i

Following part.
SMILES	hERG protect	Platelet DG rel	KCNQ1 act	Dyrk1A ADPGlo	TRPC4 agonist	KCNK9 inh	TRPC4 block	KCNQ1 inh	TRPC4 PAM	PolyA inh	KCNK3 block
CC(=O)NC(CCS(C)(=O)=O)C(=O)Nc1cc(Cl)ccc1Cl (stereo unspecified)	-11	1	i	5	i	i	i	i	i	i	i
O=c1cc(-c2ccccc2)[nH]c2[nH]n(-c3ccccc3)c(=O)c12	-6	-2	i	-4	i	i	i	i	i	i	i
Cc1ccc(S(=O)(=O)/N=C(\N)c2ccc(F)cc2)cc1	-17	4	i	-8	i	i	i	i	i	i	i
COc1ccc(CCNCC(O)Cn2ccc3ccccc32)cc1OC (stereo unspecified)	-1	32	i	-7	i	i	i	i	i	.	i
CCOc1ccccc1/C=N/NC(=O)c1cccc(Cl)c1	-9	5	i	-6	i	i	i	i	i	i	i

An excerpt; the hit share may differ from the screen's.
